Peg3 imprint – induces erasure of genomic imprints in mouse ES cells; mouse ES Peg3-LacZ reporter, beta-gal luminescence, 40 h; 110,000 tested, 0.02% active; Potency, µM (series often up to 60.7 µM), for the others: top-dose activity change, positive = activation, most hits filed as activators; active = well fitted activation curve with a large enough effect;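 note: 0% = negative control wells on the plate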
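Gelatin-coated wells received 300 freshly trypsinized female ES cells with a Peg3LacZ-Neo reporter on the maternal allele, then incubated 40 hours at 37C. BetaGlo was added for 5 minutes at room temperature before a single luminescence read.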
* = called active by the depositor; [ ] = dose if it differs, or a comment. Potency is the fitted concentration of half-maximal effect.

entry	Peg3 imprint	SMILES
1	-6%[10.9 µM]	CC(C)(C)C(=O)[C@H](C(c1ccccc1)N1CCOCC1)N1CCOCC1 (stereo partly drawn)
2	-16%[40.7 µM]	COc1ccc(C2/C=C\CN(C(=O)OCC3c4ccccc4-c4ccccc43)CC(=O)N2Cc2cccc(F)c2)cc1 (stereo not drawn)
3	-19%	Cc1cc2oc(=O)cc(-c3ccccc3)c2c(C)c1-c1ccc(CO)cc1
4	11%	O=C(O)[C@H]1CC=C[C@H]2CCN(Cc3ccc(Cl)c(Cl)c3)C(=O)[C@@H]12
5	-10%	CCOC(=O)C1=C(c2ccccc2)c2ccccc2OC1C(=O)OCC (stereo not drawn)
6	-8%	O=C1CC(c2ccc3c(c2)OCO3)c2cc(O)ccc2O1 (stereo not drawn)
7	-18%	O=C(Nc1cccc(C(F)(F)F)c1)OCCN1CCN(Cc2ccccc2)CCC1=O
8	-26%	COc1ccccc1C1CC(=O)Oc2cc(C)c(Cl)c(C)c21 (stereo not drawn)
9	-5%[40.7 µM]	CCOC(=O)C1C(C(=O)OC)=C(c2ccc(F)cc2)c2ccc(OC)cc2N1S(=O)(=O)C(F)(F)F (stereo not drawn)
10	-10%	CC(=O)OCC(=O)[C@@]1(O)CCC2C3C[C@H](C)C4=CC(=O)C=CC4(C)C3C(O)CC21C (stereo partly drawn)

entry	Peg3 imprint	SMILES
11	-2%[10.9 µM]	O=C1C[C@H]2OCC=C3CN4CC[C@@]5(C(=O)O)[C@H](N1)C2[C@H]3C[C@H]45 (stereo partly drawn)
12	5%	NC1C=CC=C(C(=O)O)C1 (stereo not drawn)
13	-22%	COc1cccc(-c2cc(=O)c3cc(NC(=O)c4ccc(N(C)C)cc4)ccc3[nH]2)c1
14	4%	CC[C@@]1([C@@H]2O[C@@H]([C@H]3O[C@@](O)(CO)[C@H](C)C[C@@H]3C)C[C@@H]2C)CC[C@H]([C@]2(C)CC[C@]3(C[C@H](O)[C@@H](C)[C@@H]([C@@H](C)[C@@H](OC)C(C)C(=O)O)O3)O2)O1 (stereo partly drawn)
15	-11%	O=S(=O)(c1ccccc1)N(CC(F)(F)F)c1ccc(C(O)(C(F)(F)F)C(F)(F)F)cc1
16	-17%	CSc1ccc([C@H]2CN3CCC[C@H]3c3ccccc32)cc1
17	-17%	CCOC(=O)C1(C(C)C)Oc2ccccc2C(c2ccc(OC)cc2)=C1C(=O)OC (stereo not drawn)
18	-13%	C[C@H]1C(c2ccc(F)cc2)=NN(c2ccccc2)[C@@H]1CO
19	-25%	C=C1c2cccc(OC)c2O[C@H](C(=O)OCC)[C@@H]1CCCCCC
20	6%	CS/C(N)=C(C#N)/C(C#N)=C(\N)SC

entry	Peg3 imprint	SMILES
21	-1%	CC[C@H]1C(c2ccccc2)=NN(c2ccccc2)[C@@H]1CO
22	-9%	CC(C)C[C@H](NC(=O)[C@H](O)[C@H](N)Cc1ccccc1)C(=O)O
23	-11%	OC[C@H]1O[C@@H](n2cnc3c(NC4CCCCC4)ncnc32)[C@H](O)[C@@H]1O
24	-11%	NCCCCCc1cnc[nH]1
25	-20%	COc1cc(C2CC(=O)Oc3ccc(O)cc32)cc(OC)c1OC (stereo not drawn)
26	1%	C[C@H](Cc1ccccc1)Nc1ncnc2c1ncn2[C@@H]1O[C@H](CO)[C@H](O)[C@H]1O
27	-17%	COc1cc2oc(=O)cc(-c3cccc(-c4cccc(C)c4)c3)c2c(OC)c1OC
28	-6%	CNC1=CN(O)C(c2ccccc2)=c2cc(Cl)ccc2=N1
29	-17%[40.7 µM]	Cc1ccc(S(=O)(=O)N2CCC(=O)N([C@H](COCc3cccc(C(F)(F)F)c3)Cc3ccccc3)CC2)cc1
30	-23%[97.3 µM]	O=c1cc(-c2cccc(F)c2)[nH]c2ccc(Cl)cc12

A draw from above in order of molar mass, rising.
entry	Peg3 imprint	SMILES
12	5%	NC1C=CC=C(C(=O)O)C1 (stereo not drawn)
24	-11%	NCCCCCc1cnc[nH]1
20	6%	CS/C(N)=C(C#N)/C(C#N)=C(\N)SC
30	-23%[97.3 µM]	O=c1cc(-c2cccc(F)c2)[nH]c2ccc(Cl)cc12
21	-1%	CC[C@H]1C(c2ccccc2)=NN(c2ccccc2)[C@@H]1CO
18	-13%	C[C@H]1C(c2ccc(F)cc2)=NN(c2ccccc2)[C@@H]1CO
16	-17%	CSc1ccc([C@H]2CN3CCC[C@H]3c3ccccc32)cc1
28	-6%	CNC1=CN(O)C(c2ccccc2)=c2cc(Cl)ccc2=N1
11	-2%[10.9 µM]	O=C1C[C@H]2OCC=C3CN4CC[C@@]5(C(=O)O)[C@H](N1)C2[C@H]3C[C@H]45 (stereo partly drawn)
22	-9%	CC(C)C[C@H](NC(=O)[C@H](O)[C@H](N)Cc1ccccc1)C(=O)O
25	-20%	COc1cc(C2CC(=O)Oc3ccc(O)cc32)cc(OC)c1OC (stereo not drawn)
23	-11%	OC[C@H]1O[C@@H](n2cnc3c(NC4CCCCC4)ncnc32)[C@H](O)[C@@H]1O
27	-17%	COc1cc2oc(=O)cc(-c3cccc(-c4cccc(C)c4)c3)c2c(OC)c1OC
17	-17%	CCOC(=O)C1(C(C)C)Oc2ccccc2C(c2ccc(OC)cc2)=C1C(=O)OC (stereo not drawn)
13	-22%	COc1cccc(-c2cc(=O)c3cc(NC(=O)c4ccc(N(C)C)cc4)ccc3[nH]2)c1
29	-17%[40.7 µM]	Cc1ccc(S(=O)(=O)N2CCC(=O)N([C@H](COCc3cccc(C(F)(F)F)c3)Cc3ccccc3)CC2)cc1
14	4%	CC[C@@]1([C@@H]2O[C@@H]([C@H]3O[C@@](O)(CO)[C@H](C)C[C@@H]3C)C[C@@H]2C)CC[C@H]([C@]2(C)CC[C@]3(C[C@H](O)[C@@H](C)[C@@H]([C@@H](C)[C@@H](OC)C(C)C(=O)O)O3)O2)O1 (stereo partly drawn)

(list continues)
entry	Peg3 imprint	SMILES
31	-24%	O=C(O)c1c(Cl)c(Cl)c(Cl)c(Cl)c1-c1c2cc(I)c(=O)c(I)c-2oc2c(I)c(O)c(I)cc12
32	-12%	Cc1cc2oc(=O)cc(-c3ccccc3)c2c(C)c1-c1ccc(C#N)cc1
33	-4%	CN[C@H](CC(C)C)C(=O)N[C@H]1C(=O)N[C@@H](CC(N)=O)C(=O)N[C@H]2C(=O)N[C@H]3C(=O)N[C@H](C(=O)N[C@H](C(=O)O)c4cc(O)cc(O)c4-c4cc3ccc4O)[C@H](O)c3ccc(c(Cl)c3)Oc3cc2cc(c3O[C@@H]2O[C@H](CO)[C@@H](O)[C@H](O)[C@H]2O[C@H]2C[C@](C)(N)[C@H](O)[C@H](C)O2)Oc2ccc(cc2Cl)[C@H]1O
34	-4%	CC[C@@H]1C(c2ccccc2)=NN(c2ccc(Br)cc2)[C@H]1C(=O)N1CCOC1=O
35	-10%	Cc1ccc(C2CC(=O)Oc3cc(C)c(Cl)cc32)cc1 (stereo not drawn)
36	3%	CC(C)[C@@H](N)C(=O)O

Screening data from PubChem BioAssay.

An excerpt, so the mix of outcomes need not match the whole.
